Fh CTSL1 inh: Fasciola hepatica cathepsin L1 inhibitors, primary screen, counter-screen for PFM18AAP inhibitor project, biochemical, QFRET, fluorogenic peptide substrate | recombinant F. hepatica cathepsin L1, Z-Leu-Arg-MCA fluorescence | inhibition, % at 5.96 µM | 300,000 compounds, 0.49% hits | AID 1906, 2009;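 active means inhibition above the mean of all tested compounds plus 3 SD, set per screening campaign, cut at about 17% in these data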;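 further: 0% = plate median of test compound wells and 100% = 1 µM Z-Phe-Ala-diazomethylketone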
Efflux pump mplx: inhibitors of Candida efflux pumps in yeast, primary screen, S. cerevisiae, Nile Red, multiplex | S. cerevisiae Candida pump triplex | inhibition, % at 10 µM | 330,000 compounds, 0.44% hits;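 active means plate passing quality check with inhibition over a set limit, or well fluorescence over plate mean plus 4 SD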;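 further: Nile Red retained in pooled yeast measured as flow cytometry median fluorescence; 0% = buffer negative control and 100% = Enniatin B positive control; higher means more Nile Red kept so more efflux inhibition; some compounds called inactive have numbers as strong as hits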
PP5 primary: PP5 phosphatase inhibitors, primary screen, biochemical, fluorescence. Serine/threonine-protein phosphatase 5 (Homo sapiens), P53041. purified PP5c, OMFP substrate fluorescence. inhibition, % at 6.7 µM. 320,000 compounds, 0.18% hits;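 active means inhibition above the campaign's mean inhibition across all tested compounds plus 3 SD, cut at about 9.5% in these data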;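 further: 0% = DMSO only and 100% = 100 µM cantharidin control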
procasp3 activ: activators of human procaspase-3 D3A mutant, primary screen, biochemical, absorbance, PC-3 D3A mutant, single concentration; Caspase-3 (Homo sapiens), P42574; recombinant procaspase-3 D3A, Ac-DEVD-pNA absorbance 405 nm; activation, % at 8.5 µM; 330,000 compounds, 0.11% hits;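 active means activation above the mean of all tested compounds plus 3 SD, cut at about 21% in these data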;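 further: 0% = DMSO alone and 100% = DMSO wells spiked with extra 5 µM PC-3 D3A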
Target sequence (P42574 whole entry D9A/D28A/D175A): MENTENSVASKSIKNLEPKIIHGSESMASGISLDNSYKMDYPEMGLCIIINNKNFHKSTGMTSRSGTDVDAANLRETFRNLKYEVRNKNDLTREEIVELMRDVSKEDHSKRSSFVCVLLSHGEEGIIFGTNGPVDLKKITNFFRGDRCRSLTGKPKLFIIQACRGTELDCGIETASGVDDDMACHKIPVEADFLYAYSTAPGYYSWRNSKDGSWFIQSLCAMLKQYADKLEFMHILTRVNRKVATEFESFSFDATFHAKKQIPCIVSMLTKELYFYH
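Assay system – Procaspase-3 D3A mutant, all three cleavage aspartates alanine · Controls – DMSO-only low control, 5 µM PC-3 D3A high control · Schedule – 1 h compound preincubation, 2 h substrate hydrolysis at 25 °C · Signal – 405 nm absorbance of p-nitroaniline, reads at 0 and 120 min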
GASC-1 inh: inhibitors of GASC-1 histone demethylase, primary screen, biochemical, fluorescence, DELFIA europium | GST-JMJD2C(1-420) H3K9me3 demethylation | inhibition, % at 2.35 µM | 330,000 compounds, 0.069% hits | Lysine-specific demethylase 4C (Homo sapiens), Q9H3R0 | AID 2099, 2009;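 active means more than half of a compound's replicate wells show inhibition beyond 50%, single wells judged on their own value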;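 further: signal counts dimethyl H3K9 product captured on neutravidin plate; 0% = median of DMSO wells and 100% = 0.3 times that DMSO median; strong numbers were not always called active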
Target sequence (Q9H3R0 1-420 limits assumed): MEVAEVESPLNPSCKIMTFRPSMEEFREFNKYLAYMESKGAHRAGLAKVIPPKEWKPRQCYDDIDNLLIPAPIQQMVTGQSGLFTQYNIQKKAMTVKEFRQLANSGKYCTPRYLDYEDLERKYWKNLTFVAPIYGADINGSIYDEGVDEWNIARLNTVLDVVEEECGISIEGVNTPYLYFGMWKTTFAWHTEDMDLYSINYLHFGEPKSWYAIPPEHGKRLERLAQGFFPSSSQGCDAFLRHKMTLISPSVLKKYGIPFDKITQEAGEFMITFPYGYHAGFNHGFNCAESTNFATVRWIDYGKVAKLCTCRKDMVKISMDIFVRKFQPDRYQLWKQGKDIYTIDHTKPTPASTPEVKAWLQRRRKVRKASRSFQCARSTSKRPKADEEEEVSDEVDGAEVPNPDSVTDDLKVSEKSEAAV
TPT1 inhibitor: Candida albicans TPT1 enzyme inhibitors, primary screen, biochemical, fluorescence polarization. inhibition, % at 5 µM. recombinant caTPT1, FP RNA substrate dephosphorylation. 300,000 compounds, 0.81% hits;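 active means inhibition above the mean of all tested compounds plus 3 SD, set per screening campaign, cut at about 24% in these data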;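 further: plate controls were DMSO alone for no effect and ferristatin control at 100 nM for full effect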
HCV core dimer: inhibitors of HCV core protein dimerization, primary screen, biochemical, TR-FRET, high-throughput | TR-FRET GST/Flag-core106 dimerization, 1536-well | inhibition, % at 5 µM | 300,000 compounds, 0.33% hits | AID 1899, 2009;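 active means inhibition above the mean of all tested compounds plus 3 SD, set per screening campaign, cut at about 45% in these data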
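Material: Tagged HCV core106 pair (GST and Flag) | Amount: GST-core106 13.5 nM, Flag-core106 17 nM | Medium: KF-containing HEPES buffer, pH 7.45, DTT, CHAPS, BSA | Reagent: Eu donor and XL665 acceptor anti-tag antibodies | Schedule: 4 h at 22.5 °C | Technique: Time-resolved FRET, ex 340 nm, em 617 and 671 nm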
PP1 inh: PP1-alpha phosphatase inhibitors, primary screen, counter-screen for PP5 inhibitor project, biochemical, fluorescence, OMFP substrate, single point; Serine/threonine-protein phosphatase PP1-alpha catalytic subunit (Homo sapiens), P62136; purified PP1alpha; inhibition, % at 6.7 µM; 320,000 compounds, 0.9% hits;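 active means inhibition above the mean inhibition of all tested compounds plus 3 SD, computed separately for each screening campaign, cut at about 15% in these data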
procasp7 counter: procaspase-7 activators, primary screen, counter-screen for procaspase-3 activator project, biochemical, absorbance, HTS, human; activation, % at 8.5 µM; 330,000 compounds, 0.093% hits; recombinant procaspase-7, Ac-DEVD-pNA absorbance 405 nm; D23A/D198A/D206A triple mutant, cannot self-cleave; scale: DMSO 0, 5 µM enzyme 100;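 active means percent activation above the screen-wide mean plus 3 SD, cut at about 25% in these data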
Target sequence (P55210 whole entry D23A/D198A/D206A): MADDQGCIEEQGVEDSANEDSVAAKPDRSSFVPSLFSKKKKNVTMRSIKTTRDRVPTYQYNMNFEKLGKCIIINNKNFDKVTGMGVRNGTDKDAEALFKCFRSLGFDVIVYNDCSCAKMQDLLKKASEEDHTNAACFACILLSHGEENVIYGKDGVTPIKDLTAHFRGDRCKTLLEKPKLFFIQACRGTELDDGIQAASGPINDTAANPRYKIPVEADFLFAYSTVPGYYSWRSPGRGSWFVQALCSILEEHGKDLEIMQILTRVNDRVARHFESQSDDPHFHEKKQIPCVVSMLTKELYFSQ
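Assay system: Uncleavable procaspase-7 mutant enzyme | Input: 2 µM procaspase-7 mutant as dispensed | Timing: 1 h compound preincubation, 2 h substrate cleavage, 25 °C | Repeats: One well per compound | Control set: DMSO wells as 0%, DMSO with 5 µM added PC-7 as 100% | Technique: Epi-absorbance of released pNA at 405 nm, two timepoints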
Numbers without * were called inactive; · = no result given.

no.	molecule	Fh CTSL1 inh	Efflux pump mplx	PP5 primary	procasp3 activ	GASC-1 inh
1	Cc1ccc(S(=O)(=O)Nc2cccc(C(=O)N3CCOCC3)c2)cc1	-3	-0.1	3.5	10	0
2	CS(=O)(=O)n1nc(-c2ccco2)nc1N	1	-0.2	3.2	3	-2
3	Cc1nc(CCNC(=O)C2CCC(=O)N(Cc3cccc(F)c3)C2)sc1C (configuration not stated)	-3	0.0	-1.1	9	2
4	Cc1cc(C(C)C)n2c(nc3ccccc32)c1C#N	-2	0.2	-0.9	-6	-26
5	COc1ccc(/C=N/NC(=O)c2ccoc2C)cc1COc1ccc(Cl)cc1	0	-0.1	5.5	7	-143
6	COc1ccc2[nH]c(=O)c(CN(C(=O)c3ccco3)C(C)C)cc2c1	-2	-0.2	1.6	-5	1
7	Cc1cc(C)c(C#N)c(SCc2ccccc2C)n1	1	-0.3	-0.9	0	8
8	CC(C)CN(C1CCS(=O)(=O)C1)S(=O)(=O)c1ccc(C(C)C)cc1 (configuration not stated)	0	0.1	0.1	6	20
9	CCCn1c(=O)cc(N)n(-c2ccc(OC(F)(F)F)cc2)c1=O	8	-0.1	-0.8	-6	12
10	COC(=O)c1ccccc1NC(=S)NC(=O)COc1ccc(C(C)C)cc1	5	-0.2	-0.4	-9	-2
11	COc1ccc(COC(=O)C2=C(C)NC(=O)NC2c2cc(OC)ccc2OC)cc1 (configuration not stated)	-1	0.0	3.5	7	-8
12	CSc1ccccc1C(=O)NCCOc1ccccc1C	0	0.1	-2.8	2	14
13	O=C(NN1CCN(Cc2ccccc2)CC1)c1ccc(Cl)cc1	-3	-0.1	2.1	4	-2
14	CCN(CC)CCNC(=O)c1ccc(NC(=O)C2CC(=O)N(c3ccc4c(c3)OCCO4)C2)cc1 (configuration not stated)	2	0.1	-1.3	2	2
15	Cc1ccc(C(=O)NCC(=O)OCC(=O)N(CC(C)C)c2c(N)n(Cc3ccccc3)c(=O)[nH]c2=O)cc1C	-1	0.1	1.4	6	28

no.	TPT1 inhibitor	HCV core dimer	PP1 inh	procasp7 counter
1	2	-1	2	3
2	-3	-5	-3	6
3	2	7	-1	3
4	5	4	-1	-10
5	-1	23	7	-1
6	0	-6	0	14
7	-5	-6	-2	3
8	-1	4	8	9
9	-2	-18	-4	-8
10	1	6	-1	-4
11	4	8	1	2
12	2	-2	-5	-4
13	1	-1	-1	3
14	-2	1	-4	2
15	0	-9	-2	5

(list continues)
no.	molecule	Fh CTSL1 inh	Efflux pump mplx	PP5 primary	procasp3 activ	GASC-1 inh
16	CCN1C(=O)N[C@@H](c2cccc(C(F)(F)F)c2)[C@H](C(C)=O)[C@H]1C	11	-0.1	0.8	8	1
17	CC(=O)Nc1n[nH]c(S(=O)(=O)Cc2ccc(Cl)cc2Cl)n1	-1	-0.1	0.8	-2	0
18	CCOc1ccc(N(CC(=O)NCCOc2ccccc2OC)S(=O)(=O)c2ccccc2)cc1	7	-0.1	3.0	-5	22
19	CCc1nn(CCCC(=O)N2CCC(C)CC2)c(=O)c2cc3occc3n12	-2	0.1	-1.1	6	0
20	CCCCCn1c(SCCN2CCOCC2)nc2c1c(=O)[nH]c(=O)n2C	-2	-0.1	1.5	-1	7
21	CCOc1cccc2sc(N3CCN(C(=O)c4ccc5ncsc5c4)CC3)nc12	-1	0.0	0.8	4	-4
22	O=C(NC1CCCCC1)N(Cc1cc2cc3c(cc2[nH]c1=O)OCCO3)C1CCCCC1	5	0.9	4.2	3	2
23	CCNC(=O)COC(=O)c1cc(-c2ccc(OC)cc2)nc2ccccc12	-5	-0.1	2.1	17	17
24	COc1ccc(S(=O)(=O)N(C)C)cc1NCC(=O)Nc1cccc(C#N)c1	-2	0.1	1.9	0	-11
25	O=C(NCc1ccco1)C1CCN(C(=O)c2cc3sccc3n2Cc2ccc(Cl)cc2)CC1	-4	0.3	5.8	0	5
26	CCCCn1c(SCC(=O)N2CCCCC2)nc2cc(S(N)(=O)=O)ccc21	0	0.3	-1.1	9	5
27	CCOc1nc(-c2ccccc2)c2cc(C)ccc2n1	3	0.0	0.3	-4	29
28	CN(C)S(=O)(=O)c1cccc(NC(=S)N2CCCCC2CO)c1 (configuration not stated)	-4	0.1	1.6	-5	-12
29	CCC(C)[C@H](NC(=O)N1CCN(c2cccc(C(F)(F)F)c2)CC1)C(=O)OC (some centres not stated)	-2	0.1	4.3	2	2
30	Cc1ccc(S(=O)(=O)N2CCN(C(=O)CSCc3ccc(C(C)C)cc3)CC2)cc1	·	0.0	4.6	-1	-1

no.	TPT1 inhibitor	HCV core dimer	PP1 inh	procasp7 counter
16	-4	-11	8	-5
17	-2	-4	0	8
18	0	-5	-12	-6
19	1	5	-1	-3
20	-1	-6	2	-1
21	-3	2	-3	4
22	0	8	5	0
23	-2	-5	1	7
24	3	1	-5	-6
25	3	0	9	-5
26	3	1	-1	12
27	1	5	-6	-1
28	-5	-3	-2	-1
29	-4	-2	0	6
30	·	·	7	4

Next part; the last three above are carried over.
no.	molecule	Fh CTSL1 inh	Efflux pump mplx	PP5 primary	procasp3 activ	GASC-1 inh
28	CN(C)S(=O)(=O)c1cccc(NC(=S)N2CCCCC2CO)c1 (configuration not stated)	-4	0.1	1.6	-5	-12
29	CCC(C)[C@H](NC(=O)N1CCN(c2cccc(C(F)(F)F)c2)CC1)C(=O)OC (some centres not stated)	-2	0.1	4.3	2	2
30	Cc1ccc(S(=O)(=O)N2CCN(C(=O)CSCc3ccc(C(C)C)cc3)CC2)cc1	·	0.0	4.6	-1	-1
31	CC(=O)c1cc(CN2CCC(N3CCC(C(=O)NC(C)C)CC3)CC2)cs1	1	0.0	0.8	0	1
32	CCC(=O)Oc1ccc(/C(CC)=C(\CC)c2ccc(OC(=O)CC)cc2)cc1	-8	0.1	0.3	4	-3
33	Cc1cc(C)cc(NC(=O)COC(=O)CCCNC(=O)c2ccc(Cl)cc2)c1	-1	0.2	5.3	-9	-10
34	CC(C)(C)OC(=O)N1CCC(C(=O)N[C@H](C(=O)O)c2ccccc2)(c2ccccc2)CC1	16	0.0	3.4	-4	-3
35	COC(=O)c1cn(Cc2ccc(C(F)(F)F)cc2)cc(F)c1=O	1	0.0	0.4	-3	-24
36	Cn1nc(C(=O)N2CCN(C(c3ccccc3)c3ccccc3)CC2)c2ccccc2c1=O	-2	0.1	-0.6	5	-1
37	O=C(COc1ccc(Cl)cc1)NCc1nnc(SCC(=O)N2CCCc3ccccc32)o1	-1	0.1	-0.9	-4	38
38	CCOC(=O)C1CCN(C(=O)/C(=C/c2ccccc2)NC(=O)c2ccccc2)CC1	-8	-0.1	-0.2	1	2
39	COc1ccc(C2C(C(=O)N3CCOCC3)=C(C)NC3=C2C(=O)CC(C)(C)C3)c(OC)c1 (configuration not stated)	-1	0.7	1.3	-2	-11
40	CC1(c2ccccc2)ON(c2ccccc2C(F)(F)F)C1=O (configuration not stated)	·	0.3	3.1	-9	6
41	COC(=O)CSc1nnc(SCc2ccc(Cl)cc2)s1	0	0.0	-0.1	1	8
42	COc1ccc(C2=NS(=O)(=O)N(C)C(C(=O)N(C)Cc3ccccc3)=C2)cc1OC	6	0.1	5.2	1	-10
43	O=C(NCCc1ccccc1)C1CCN(C(=O)Nc2ccccc2)CC1	-1	-0.2	0.6	-5	-3
44	O=C(CN1CCOCC1)Nc1ccc(Br)cn1	3	0.0	-1.9	-1	-2
45	O=C(NC1CCCCCCC1)C1CCN(S(=O)(=O)N2CCC3(CC2)OCCO3)CC1	-4	0.1	1.9	-2	2

no.	TPT1 inhibitor	HCV core dimer	PP1 inh	procasp7 counter
28	-5	-3	-2	-1
29	-4	-2	0	6
30	·	·	7	4
31	2	-6	-3	1
32	0	-3	-3	4
33	0	0	-1	-12
34	-2	-11	9	6
35	-1	0	-3	4
36	-1	12	1	4
37	-2	1	-2	6
38	-1	-13	-3	12
39	-1	2	2	1
40	·	·	1	-3
41	2	4	2	-10
42	2	5	-7	12
43	0	1	-4	4
44	0	-4	-2	8
45	-1	-3	-1	8

Full records, looked up by structure. Screens in order: Fh CTSL1 inh | Efflux pump mplx | PP5 primary | procasp3 activ | GASC-1 inh | TPT1 inhibitor | HCV core dimer | PP1 inh | procasp7 counter
Entry for COC(=O)CSc1nnc(SCc2ccc(Cl)cc2)s1 → 0 | 0.0 | -0.1 | 1 | 8 | 2 | 4 | 2 | -10
Entry for CC(=O)c1cc(CN2CCC(N3CCC(C(=O)NC(C)C)CC3)CC2)cs1 → 1 | 0.0 | 0.8 | 0 | 1 | 2 | -6 | -3 | 1
Entry for CN(C)S(=O)(=O)c1cccc(NC(=S)N2CCCCC2CO)c1 (configuration not stated) → -4 | 0.1 | 1.6 | -5 | -12 | -5 | -3 | -2 | -1

Additional compounds
no.	molecule	Fh CTSL1 inh	Efflux pump mplx	PP5 primary	procasp3 activ	GASC-1 inh
46	CCc1nnc(NC(=O)CCC(=O)NCc2ccccc2OC)s1	8	0.1	1.5	5	7
47	Fc1ccc(NC(=S)Nc2cccc3cnccc23)cc1	-1	-0.2	0.3	-10	0
48	COc1ccc(-c2noc(CN(C)S(=O)(=O)c3ccccc3)n2)cc1OC	2	0.1	-8.0	3	-2
49	COc1cccc(/C=C/C(=O)OCC(=O)Nc2cccc(S(=O)(=O)N3CCCCC3)c2)c1OC	-6	-6.7	1.8	2	2
50	CC1CC2C3CCC4=CC(=O)C=CC4(C)[C@@]3(Cl)C(O)CC2(C)C1(O)C(=O)CO (some centres not stated)	-2	0.1	1.6	-6	2
51	Cn1c(=O)c2c(nc(SC3C(=O)CC(C)(C)CC3=O)n2C)n(C)c1=O	0	0.0	1.5	6	30
52	COc1ccc(-n2c(-c3ccc(C)cc3)n[nH]c2=S)cc1	-2	-0.1	0.3	-9	6

no.	TPT1 inhibitor	HCV core dimer	PP1 inh	procasp7 counter
46	0	0	-2	10
47	0	-2	-2	-8
48	4	0	-8	0
49	-3	11	4	0
50	2	-4	3	2
51	1	8	-1	-4
52	-2	-7	-2	-7

Screening results from PubChem.
